Assay outcomes as filed in PubChem BioAssay.
Tn6 DDE FP: DD(E)-Tn6 binding inhibition, primary FP screen. Fibrin DD(E) TRITC-Tn6 fluorescence polarization displacement. actives 0.21% (n = 370,000). P02675. inhibition, % at 8.3 µM;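 active = inhibition above a per-campaign cutoff: mean of compounds within control limits plus 3 SD, cut at about 15% in these data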;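 also: 0% = median of all compound wells on the plate and 100% = blocking peptide control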
Tn7 DDE FP: DD(E)-Tn7 binding inhibition, primary FP screen; P02675; FP displacement of FITC-Tn7 peptide from fibrin DD(E); 0% = median of compound wells per plate; inhibition, % at 8.3 µM; actives 0.13% (n = 370,000);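 active = inhibition above the mean of compounds falling within the control limits plus 3 SD of them, cut at about 14% in these data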;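 also: 0% = plate median of compound wells and 100% = 10 µM Aha-Tn7 peptide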
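Assay system: Human clot-derived fibrin DD(E) complex | Buffer or medium: Tris/NaCl/CaCl2 buffer, pH 7.8 | Repeats: One replicate per compound | Benchmarks: Aha-Tn7 high control | Measure: % inhibition scaled between sample-field median and high-control FP | Schedule: 10 min plus 3 h, room temperature | Signal: Fluorescence polarization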
MBD2 inh: blocks human MBD2 binding to methylated DNA; Q9UBB5; TR-FRET, MBD2 binding to methylated oligonucleotide; inhibition, % at 4.4 µM; actives 0.31% (n = 370,000); in the data active = inhibition above about 13%
LEDGF integ inh: blocks HIV-1 LEDGF/p75-dependent DNA integration. TR-FRET IN-LEDGF/p75 DNA integration, Eu/Cy5. inhibition, % at 3.7 µM. actives 0.64% (n = 370,000). AID 743269;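 active = inhibition above the screen-wide mean plus 3 SD, cut at about 13% in these data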;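 also: signal is the Cy5 over europium emission ratio at 671 and 618 nm; 0% = plate median of compound wells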
SIAE inh: inhibitors of human sialic acid acetylesterase SIAE; Q9HAT2; SIAE FP-Rh probe binding, fluorescence polarization; inhibition, % at 9.66 µM; actives 0.69% (n = 370,000);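 active = inhibition above a cutoff: mean of compounds within the control limits plus 3 SD of those, cut at about 17% in these data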;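 also: 0% = plate median of compound wells and 100% = probe without SIAE protein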
TCR-CD3 inh: human TCR-CD3 binding inhibition | AID 651800 | actives 0.37% (n = 360,000) | inhibition, % at 9.4 µM | TAMRA-labeled TCR probe fluorescence, biochemical; in the data active = inhibition above about 19%;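 also: recombinant mutant TCR 2C K166C tagged with TAMRA read by polarization; 0% = receptor in buffer alone and 100% = receptor with positive control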
PRMT1 inh: PRMT1 (human) inhibition, primary screen; recombinant PRMT1, activity-based probe fluorescence polarization; inhibition, % at 2.79 µM; actives 1.3% (n = 370,000);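 active = inhibition above about 21% made by adding two undisclosed values, limit read from the data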
UHRF1 binding: UHRF1 methyl-DNA binding inhibition; UHRF1 binding to methylated oligo, TR-FRET; actives 0.75% (n = 370,000); Q96T88; inhibition, % at 4.4 µM; in the data active = inhibition above about 21%;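 also: UHRF1 SRA domain binding a hemimethylated CpG hairpin DNA probe; 0% = median of test compound wells and 100% = reference inhibitor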
Target sequence (Q96T88 whole entry, looked up, the tested form may be a part): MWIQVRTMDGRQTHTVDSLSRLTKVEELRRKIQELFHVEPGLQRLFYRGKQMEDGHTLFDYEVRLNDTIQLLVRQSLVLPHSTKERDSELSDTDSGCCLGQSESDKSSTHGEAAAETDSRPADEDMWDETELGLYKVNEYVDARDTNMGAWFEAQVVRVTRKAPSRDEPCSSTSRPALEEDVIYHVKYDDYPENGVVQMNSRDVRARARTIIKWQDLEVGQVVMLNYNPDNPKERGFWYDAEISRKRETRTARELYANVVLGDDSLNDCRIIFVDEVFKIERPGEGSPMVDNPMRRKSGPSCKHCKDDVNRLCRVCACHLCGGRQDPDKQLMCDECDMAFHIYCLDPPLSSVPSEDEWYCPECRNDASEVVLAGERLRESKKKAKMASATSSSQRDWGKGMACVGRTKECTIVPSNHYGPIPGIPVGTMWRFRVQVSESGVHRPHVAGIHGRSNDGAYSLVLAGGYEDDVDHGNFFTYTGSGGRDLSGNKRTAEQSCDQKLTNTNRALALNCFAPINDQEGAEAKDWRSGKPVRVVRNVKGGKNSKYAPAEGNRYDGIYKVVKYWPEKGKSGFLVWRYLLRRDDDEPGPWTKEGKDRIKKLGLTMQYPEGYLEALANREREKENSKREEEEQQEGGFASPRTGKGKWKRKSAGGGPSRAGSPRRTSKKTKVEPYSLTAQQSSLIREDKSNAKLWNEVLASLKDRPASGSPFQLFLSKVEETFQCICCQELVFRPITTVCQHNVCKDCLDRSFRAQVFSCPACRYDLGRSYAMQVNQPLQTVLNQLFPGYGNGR
proKLK7 act: activates the human kallikrein-7 zymogen. P49862. purified proKLK7, EDANS-DABCYL substrate fluorescence; 100% is mature enzyme control, 0% vehicle. activation, % at 7 µM. actives 0.9% (n = 370,000). AID 652039;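 active = activation above the mean of all tested compounds plus 3 SD, computed per campaign excluding outliers beyond control limits, cut at about 13% in these data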
Target sequence (P49862 whole entry, looked up): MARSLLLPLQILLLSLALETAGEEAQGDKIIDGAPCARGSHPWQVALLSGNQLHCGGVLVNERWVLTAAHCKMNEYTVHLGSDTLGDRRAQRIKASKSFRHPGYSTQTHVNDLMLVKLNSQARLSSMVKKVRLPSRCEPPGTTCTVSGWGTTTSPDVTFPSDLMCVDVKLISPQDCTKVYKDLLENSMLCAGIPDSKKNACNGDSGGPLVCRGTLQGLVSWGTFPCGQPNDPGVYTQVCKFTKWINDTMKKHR
TDP2 absorb: blocks human TDP2 phosphodiesterase activity; recombinant TDP2, T5PNP hydrolysis, p-nitrophenol absorbance 415 nm; inhibition, % at 12.8 µM; actives 0.34% (n = 370,000); AID 720702;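 active = inhibition above the mean of all tested compounds plus 3 SD, set per campaign, cut at about 25% in these data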;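 also: 0% = DMSO with enzyme and 100% = buffer with substrate but no TDP2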
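Assay system: recombinant human TDP2 / Reagent: T5PNP substrate at 5 mM, a TopII-DNA adduct mimic / Measured by: epi absorbance from released p-nitrophenol / Evaluation: % inhibition relative to enzyme-containing and enzyme-free wells / Control set: enzyme-free and DMSO wells / Replicates: each compound tested once, singlicate / Schedule: enzyme reaction with compound for 2 h at 37 °C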
The depositor's hits bear a star; . = no result given. This is a random part of the collection. Share with any hit: about 4.6%.

Tn6 DDE FP,Tn7 DDE FP,MBD2 inh,LEDGF integ inh,SIAE inh,TCR-CD3 inh,PRMT1 inh,UHRF1 binding,proKLK7 act,TDP2 absorb,Compound
-5,0,-3,-3,-4,7,3,-1,0.9,15,CCC(=O)N1CCc2cc(S(=O)(=O)CCC(=O)N3CCN(c4ccc(C(C)=O)cc4)CC3)ccc21
-4,1,0,-6,1,-4,3,8,-0.1,-4,COc1cc(OC)c(-n2c(C)cc(C=O)c2C)cc1Cl
8,6,-2,-1,-9,3,-3,-1,-0.6,0,CCOc1ccccc1NC(=O)CN(c1ccc(OC)cc1OC)S(=O)(=O)c1ccccc1[N+](=O)[O-]
-7,-1,4,-9,1,-5,3,6,-0.1,-2,CCOc1ccc(S(=O)(=O)Nc2cc(F)ccc2F)c2cccnc12
3,10,1,-1,6,7,-3,-1,-0.5,-2,O=C(CN1C(=O)C(=O)N(C2CCCC2)C1=O)Nc1ccc(N2CCOCC2)cc1
1,5,-6,4,10,2,-3,-2,0.1,4,Cc1ccc(C(=O)NCC(=O)N2CCN(c3ccccc3O)CC2)s1
6,-6,0,2,-4,4,0,-1,0.5,7,C1CC2CN(c3nc4nonc4nc3N3CCSCC3)CCN2C1 (stereo not given)
-4,-2,7,1,0,-4,1,-1,0.1,7,COc1cc2c(cc1OC)C(C)N(S(=O)(=O)c1cn(C)cn1)CC2 (stereo not given)
-8,3,-1,11,-5,.,-2,0,.,-3,Cc1occc1CNc1ncnc2ccc(-c3ccc4c(c3)OCO4)cc12
-7,1,2,0,-4,0,5,3,-0.1,-17,COc1ccccc1-n1c(SCC(N)=O)nnc1-c1ccc(S(=O)(=O)N2CCCCC2)cc1
1,3,-6,2,-1,5,-1,0,-0.1,0,O=C1CCCCC1(c1ccccc1)c1ccccc1
-1,13,-5,4,0,.,-3,-1,-0.7,-5,N#CCC[C@@H]1CC[C@]2(CCCN(C(=O)c3ccc4ccccc4n3)C2)O1
5,-4,-1,2,0,-3,0,2,0.9,6,CN1Cc2cc(C(=O)c3ccccc3O)cnc2NC1=O
-4,-6,0,-4,1,-3,0,4,0.0,-7,CC1CCCC(C)N1C(=O)Cn1nnc(-c2ccc([N+](=O)[O-])cc2)n1 (stereo not given)
-12,1,2,-1,-18,-1,0,0,-15,1,COc1ccc(/C=N/NC(=O)c2ccc(CN3C(=O)c4cccc5cccc3c45)cc2)cc1O
-5,-2,-3,1,-1,0,-2,1,0.3,6,CC1CCC(C(C)C)C(OC(=O)Cn2c(-c3ccc(F)cc3)[n+](C)c3ccccc32)C1 (stereo not given)
7,8,-5,6,-1,-14,-4,3,-0.1,-15,O=C(Cc1ccc(Cl)cc1)NC1CCCCCC1
8,3,1,-5,5,-3,3,0,-0.7,2,O=C(COc1ccccc1[N+](=O)[O-])NCC1(N2CCOCC2)CCCCC1
3,-4,-2,-3,5,6,-3,-1,-0.3,-7,Cc1ccc(S(=O)(=O)N2CCN(C(=O)c3ccccn3)CC2)cc1
-2,-3,1,2,-5,1,-5,2,0.0,-17,Cc1ccc2c(c1)nnn2C1CCN(C(=O)NCc2ccccc2)CC1

Profiles, quoted from the list:
COc1cc(OC)c(-n2c(C)cc(C=O)c2C)cc1Cl is entered as Tn6 DDE FP: -4; Tn7 DDE FP: 1; MBD2 inh: 0; LEDGF integ inh: -6; SIAE inh: 1; TCR-CD3 inh: -4; PRMT1 inh: 3; UHRF1 binding: 8; proKLK7 act: -0.1; TDP2 absorb: -4
N#CCC[C@@H]1CC[C@]2(CCCN(C(=O)c3ccc4ccccc4n3)C2)O1 is entered as Tn6 DDE FP: -1; Tn7 DDE FP: 13; MBD2 inh: -5; LEDGF integ inh: 4; SIAE inh: 0; TCR-CD3 inh: .; PRMT1 inh: -3; UHRF1 binding: -1; proKLK7 act: -0.7; TDP2 absorb: -5
CC1CCCC(C)N1C(=O)Cn1nnc(-c2ccc([N+](=O)[O-])cc2)n1 (stereo not given) is entered as Tn6 DDE FP: -4; Tn7 DDE FP: -6; MBD2 inh: 0; LEDGF integ inh: -4; SIAE inh: 1; TCR-CD3 inh: -3; PRMT1 inh: 0; UHRF1 binding: 4; proKLK7 act: 0.0; TDP2 absorb: -7

Following part
Tn6 DDE FP,Tn7 DDE FP,MBD2 inh,LEDGF integ inh,SIAE inh,TCR-CD3 inh,PRMT1 inh,UHRF1 binding,proKLK7 act,TDP2 absorb,Compound
0,9,0,2,0,2,3,3,-0.6,7,C=CCSC1=N/C(=C\c2ccc3c(c2)OCO3)C(=O)S1
3,5,-17,8,8,-2,1,-5,0.2,7,COC1=C(c2ccccc2)C(=O)c2ccccc2C1=O
-6,2,1,-2,3,1,0,-3,0.1,-5,CC(C)(C)OC(=O)C[C@@H]1C/C=C\C[C@H](CC(=O)NCCO)C(=O)N[C@@H](Cc2ccccc2)COC1=O
-1,-7,5,3,0,1,0,-2,0.0,-4,CCc1nc2scc(-c3ccc(C)cc3)c2c(=O)n1N
2,2,-7,1,-13,0,3,-1,-0.8,1,CC(=O)c1sc(NC(=O)c2cnc(Cl)c(Cl)c2)nc1C
-2,5,4,-10,1,-4,1,1,-0.1,-7,O=C(CCCc1cccs1)NCCc1c[nH]c2ccccc12
0,-9,0,-1,-6,-1,2,3,0.6,1,N=C1/C(=C/c2cccn2-c2ccc([N+](=O)[O-])cc2)C(=O)N=C2SC=CN12
6,-2,-3,0,9,-2,-1,-2,-0.4,7,Cc1nnc(SC(C)C(=O)Nc2ccc(S(=O)(=O)N3CCCCCC3)cc2)s1 (stereo not given)
-6,0,-2,-4,-4,15,-1,1,0.9,-6,Cc1ccc(OCC(=O)NC(=S)Nc2cccc(NC(=O)c3ccccc3)c2)cc1
-3,-3,0,-2,-6,.,-1,0,-0.2,2,CN1C(=O)C(c2cn(C)c3ccccc23)(c2cn(C)c3ccccc23)c2ccccc21
-6,0,-3,3,4,3,-7,-2,-0.3,6,O=C(COC(=O)Cc1ccsc1)Nc1ccc(Br)cc1
3,1,-6,4,4,-8,-2,2,-0.3,-15,COC(=O)NNC1=CC(=O)CC(C)(C)C1
-4,0,-3,2,-4,-6,2,3,-0.3,-2,CC(C)c1ccc(C(=O)N/N=C/c2cccc(Cl)c2Cl)cc1
-5,3,5,-3,-2,-3,1,1,0.1,-4,Cc1cc2c(nc1C)CCCN2S(=O)(=O)c1ccccc1
-1,-1,2,-5,2,-3,2,-1,-0.2,2,N#Cc1ccccc1S(=O)(=O)N1CCN(CC(=O)Nc2ccnn2C2CCCC2)CC1
6,-5,8,0,-5,3,1,1,-0.1,-1,Cc1cc(Nc2cccc(Cl)c2C)n2ncnc2n1
-2,5,2,-2,8,-4,-1,-1,-0.6,6,CC1(C(=O)O)CCC(C(=O)NCCc2ccccc2)C1(C)C (stereo not given)
5,-5,-5,3,-2,-5,-3,-2,0.5,1,CC(C)(C)C(=O)CSc1ccc(S(=O)(=O)N2CCN(Cc3ccccc3)CC2)cn1
-4,3,-2,3,5,2,-4,-1,0.1,7,Cc1c(Cl)cccc1NC(=O)Cn1c(CCC(=O)O)ccc1-c1ccccc1
1,1,2,0,2,8,1,38*,0.1,1,CCC(=O)N(Cc1cc(=O)[nH]c2ccccc12)c1ccccc1C
-4,6,1,-2,-3,-13,2,-1,-0.3,-2,Cn1ccc2c(-c3cncc4ccccc34)cc3c(c21)C1CCC3C1 (stereo not given)
0,-3,2,-2,4,5,-1,4,-0.9,3,C=CCNc1nc(=S)[nH]c2cc(OC)c(OC)cc12
-11,-1,8,7,-14,-3,3,6,0.6,-15,CC(=O)Nc1ccc(-c2csc(NC(=O)C3CC(=O)N(c4ccc5c(c4)OCCO5)C3)n2)cc1 (stereo not given)
-7,-1,4,4,-2,-4,2,4,0.1,-2,Cc1cc(OCC(=O)Nc2cccc(S(=O)(=O)NC3=NCCCCC3)c2)ccc1Cl
7,3,0,1,11,4,-1,1,0.4,9,Cc1ccc2[nH]c3c(c2c1)CNCC3
-5,-2,0,3,3,2,2,0,0.2,-9,CCCCCCn1c(=O)n2n(c1=O)C[C@]1(OC(=O)Nc3cccs3)CN(S(=O)(=O)c3ccc(C)cc3)C[C@]1(O)C2
8,-3,-2,3,-1,10,-2,-2,0.7,-10,Cc1ccc(C(=O)N/C(=C\c2cn(S(=O)(=O)N(C)C)c3ccccc23)C(=O)N2CCCC2)cc1
2,6,1,-2,10,2,0,-2,-0.6,25*,Cc1ccc(Cl)cc1NS(=O)(=O)c1cn(C)nc1C
4,-1,0,-2,1,8,-3,-2,0.6,6,CC1=NN(C(C#N)c2c(C)nn(Cc3ccccc3)c2C)C(C)(C)C1 (stereo not given)
-1,1,0,-3,9,-1,-4,-1,-0.7,11,O=C(O)CC(c1cccc(O)c1)N1Cc2ccccc2C1=O (stereo not given)
0,-1,-2,2,-5,-7,2,-3,0.0,-1,COc1ccccc1OCCn1cc(C#N)c2ccccc21
11,1,3,-2,2,4,-2,2,0.0,-4,CCCCNC(=O)CCC(=O)NNc1nc2ccccc2c2nc(C)nn12
-4,4,-7,-2,-2,6,-1,-1,0.0,-12,Cc1noc(NS(=O)(=O)c2ccc(NC(=O)C34CCC(CC3)C4)cc2)c1C
0,-3,-2,-5,-1,-2,2,-4,0.3,-8,CN(CC(=O)Nc1cccc(F)c1)C(=O)c1ccc(N2CCCC2)c([N+](=O)[O-])c1
7,-3,-2,-2,-1,-2,-5,4,-0.8,5,O=C(COC(=O)C1CC1)Nc1ccc(Oc2ccccc2)cc1
-2,4,0,-3,1,2,0,-3,0.1,9,CCOc1ccc(CN(C)C(=O)[C@H](C)NC(=O)c2ccco2)cc1OC
2,5,9,1,-8,0,8,17,0.5,-18,CCCN(C)C1CN(Cc2cn(Cc3cccc(C(F)(F)F)c3)nn2)S(=O)(=O)C1 (stereo not given)
1,-8,-8,5,5,9,13,-11,0.3,-1,Nc1cc(S(=O)(=O)Nc2ccccc2Cl)ccc1N1CCCCC1
3,2,7,6,2,4,-9,19,-0.1,-4,Cc1ccccc1C(=O)NC(CC(C)C)C(=O)NCC(C)(C)N1CCOCC1 (stereo not given)
5,2,0,-6,-3,-1,-1,-2,0.5,-13,Cc1ccc2[nH]nc(C(=O)N3CCCC(C(=O)c4ccc(Cl)cc4)C3)c2c1 (stereo not given)
3,-2,-4,0,3,6,1,-1,0.3,5,O=C(CC1C(=O)NCCN1Cc1ccc(-c2ccccc2)cc1)NCCOc1cccnc1 (stereo not given)
0,-1,-6,-2,-1,2,-3,-3,-0.1,6,O=C(COC(=O)CCc1nc2ccccc2n1-c1ccccc1)Nc1ccc(N2CCCCC2)cc1
-1,0,0,1,-3,3,-3,1,0.0,7,Cc1cc(C)n(-c2ccc(C(=O)OCC(=O)Nc3ccc(S(N)(=O)=O)cc3)cc2)n1
1,-4,-3,-2,-6,4,4,5,-0.4,5,O=C(NCC1CCCO1)Nc1ccc2c(c1)OCO2 (stereo not given)
